MC4R barr agon: agonists of human melanocortin 4 receptor (MC4R) beta-arrestin; AID 540308; actives 0.98% (n = 360,000); activation, % at 8.9 µM; U2OS MC4R beta-arrestin complementation, luminescence; percent of melanotan II response, DMSO zero; P32245;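 active = activation above a per-plate cutoff, the mean activation of sample wells on that plate plus 3 SD, cut at about 8% in these data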
Target sequence (P32245 whole entry, looked up): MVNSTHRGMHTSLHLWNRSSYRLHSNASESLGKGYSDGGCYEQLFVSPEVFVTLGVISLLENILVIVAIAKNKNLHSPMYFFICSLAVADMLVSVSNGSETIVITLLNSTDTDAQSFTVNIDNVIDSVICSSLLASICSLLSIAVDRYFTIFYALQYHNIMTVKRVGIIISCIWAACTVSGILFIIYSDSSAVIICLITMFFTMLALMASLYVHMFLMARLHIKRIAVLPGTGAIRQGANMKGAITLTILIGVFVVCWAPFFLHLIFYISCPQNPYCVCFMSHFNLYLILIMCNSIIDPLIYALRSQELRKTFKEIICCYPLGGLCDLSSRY
Cardio protect: myocardial damage modulation in H9c2 cells; H9c2 cardiomyocytes, H2O2 injury protection, ATPLite, 2 h; protection from H2O2 cell death, % at 20 µM; actives 0.63% (n = 360,000); AID 588492;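 active = compounds giving at least 50% protection of heart cells from peroxide-induced death in the single-dose screen, raw or plate-pattern-corrected value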;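 also: 0% = DMSO wells with peroxide and 100% = DMSO wells without peroxide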
Exocytosis inh: blocks lytic granule exocytosis. TALL-104 LAMP-1 surface exposure, flow cytometry; cells stimulated with thapsigargin and PMA. inhibition, % at 10 µM. actives 0.66% (n = 360,000). AID 651702;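 active = inhibition above about 55%, limit read from the data; inconclusive = no clear call, values can overlap the other calls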
ABCB6 inh MLPCN: human ABCB6 transporter inhibition | fluorescence ratio to DMSO, % at 10 µM | K562-ABCB6 porphyrin accumulation, flow cytometry, 1 h; hits give low values | Q9NP58 | actives 0.19% (n = 360,000);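 active = fluorescence ratio to DMSO below 75%, the collection mean minus 3 SD; inconclusive = too few cells collected in the well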;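 also: signal is porphyrin accumulated inside mitochondria; 100% equals median channel fluorescence of DMSO control wells; lower ratio means ABCB6 inhibition with less porphyrin fluorescence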
MC4R antagonist: antagonists of human melanocortin 4 receptor (MC4R). inhibition, % at 6.5 µM. P32245. MC4R-expressing cells, MTII-stimulated cAMP, LANCE TR-FRET. actives 0.48% (n = 360,000);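 active = inhibition above its plate's cutoff, the mean of tested wells on that plate plus 3 SD, cut at about 29% in these data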;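 also: 0% = Melanotan II alone and 100% = Melanotan II plus saturating MCL0020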
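Test system: U2OS cells stably expressing human melanocortin 4 receptor (MC4R); also added: Melanotan II challenge; compound: 6.5 µM single dose; timing: 30-min compound preincubation, 1-h Melanotan II challenge, 1-h detection, room temperature; signal: Eu-cAMP/anti-cAMP TR-FRET, emission 671 nm; repeats: one well per compound, no replicates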
N-glyco inh: N-linked glycosylation inhibition. D54 ERlucT glycosylation luciferase reporter, 24 h; percent of 100 nM tunicamycin response. reporter increase, % at 12.5 µM. actives 0.23% (n = 360,000). AID 588692;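 active = mean luciferase reporter signal, scaled so untreated is 0 and the glycosylation-blocking control 100, at or above a set limit in every replicate; inconclusive = mean reaches the limit but not every replicate does; inactive = mean below the limit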;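 also: luciferase carries N-glycosylation sites so blocking glycosylation raises the light; 0% = median of neutral control wells and 100% = median of 100 nM tunicamycin wells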
m5-HT2A agonist: activates the mouse 5-HT2A serotonin receptor. CHO-K1 mHTR2A beta-arrestin complementation, luminescence; percent of 30 µM serotonin response. actives 0.66% (n = 360,000). P35363. AID 624169. activation, % at 7.6 µM;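 active = activation above a run cutoff, the mean activation of all tested compounds plus 3 SD, cut at about 14% in these data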;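 also: 0% = plate median of compound wells and 100% = 30 µM serotonin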
Target sequence (P35363 whole entry, looked up): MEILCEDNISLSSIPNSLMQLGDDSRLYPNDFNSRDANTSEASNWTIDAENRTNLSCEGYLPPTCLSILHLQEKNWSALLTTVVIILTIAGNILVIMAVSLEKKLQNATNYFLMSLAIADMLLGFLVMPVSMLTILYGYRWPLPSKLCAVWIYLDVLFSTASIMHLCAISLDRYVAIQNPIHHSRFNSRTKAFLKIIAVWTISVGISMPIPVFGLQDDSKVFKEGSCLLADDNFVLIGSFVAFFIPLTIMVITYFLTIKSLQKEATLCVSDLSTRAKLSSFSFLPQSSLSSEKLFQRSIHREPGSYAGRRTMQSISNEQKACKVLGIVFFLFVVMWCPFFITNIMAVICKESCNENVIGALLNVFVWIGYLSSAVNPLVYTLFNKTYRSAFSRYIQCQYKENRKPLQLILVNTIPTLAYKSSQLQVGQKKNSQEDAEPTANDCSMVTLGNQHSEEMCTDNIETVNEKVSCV
aDG glyco act: alpha-DG glycosylation activation. Pro5-aDG cells, alpha-DG glycosylation AlphaScreen (IIH6); 0% Pro5, 100% B10-LARGE cell signal. activation, % at 10 µM. actives 0.22% (n = 360,000). AID 624168;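 active = activation of at least 8% versus controls, or a plate z-score of at least 8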;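 also: Pro5 are CHO cells carrying HIG-tagged alpha-DG that lacks glycosylation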
hiPSC survival: increases survival of single human iPS cells; survival enhancement, % at 20 µM; actives 0.044% (n = 360,000); hiPSC single-cell survival, ATPlite luminescence; 100% = ROCK inhibitor wells, 0% = DMSO; AID 602274; in the data active = survival enhancement above about 18%;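 also: cells exposed to compounds for 16 hours before the ATP read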
ABHD5 PLIN5 PPI: ABHD5-PLIN5 protein interaction inhibition | Q00G26+Q8WTS1 | Split G. princeps luciferase complementation, luminescence, 4 h | inhibition, % at 4 µM | actives 0.78% (n = 360,000);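 active = inhibition above the mean inhibition across every tested compound plus 3 SD, cut at about 22% in these data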;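 also: 0% = DMSO only wells and the 100% control is not disclosed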
The depositor's hits bear a star; ? = inconclusive.

mol	ABCB6 inh MLPCN	Cardio protect	ABHD5 PLIN5 PPI	N-glyco inh	m5-HT2A agonist	MC4R antagonist	hiPSC survival	Exocytosis inh	aDG glyco act	MC4R barr agon
CCOc1ccc2nc(NC(=S)N(C)C)sc2c1	88	-4	1	-11	0	14	-2.8	-5	0.2	-1.4
O=C(COC(=O)c1ccccn1)NC(=O)c1ccccc1	95	-4	-9	3	8	-6	0.4	-2	-0.2	-3.1
COc1ccc(NC(=O)c2cc(S(=O)(=O)N3CCCCC3)c[nH]2)cc1	101	-3	1	-2	-1	16	-1.0	0	0.0	-0.1
CN(C(=O)c1cccc(NC(=O)Cc2ccc(NC(=O)C3CCCN(C(=O)c4ccccc4)C3)cc2)c1)C1CCCC1 (stereo not drawn)	95	-12	5	0	-1	6	3.5	7	0.1	0.4
Clc1ccc(Cc2nc(-c3cccnc3)no2)cc1	97	-2	-7	-3	2	2	10	4	0.0	-2.2
CNC(=O)C(=O)NCCCN1CCOCC1	91	-4	-3	2	2	-2	0.0	2	-0.5	-0.1
CCOc1ccc(N2C(=O)c3cccnc3C2Nc2ccc(C)c(C)c2)cc1 (stereo not drawn)	96	-2	-2	2	1	-2	8.7	0	0.0	-1.8
COc1ccc(N(CC(=O)NC2CCCCC2)C(=O)c2snc(C(N)=O)c2N)cc1	92	2	0	3	-3	8	0.9	-4	0.0	0.8
CCCCN(C(=O)c1ccc(C)c(S(=O)(=O)N2CCOCC2)c1)c1c(N)n(CCCC)c(=O)[nH]c1=O	94	1	4	1	7	5	-0.6	-6	0.0	-0.6
CCCCc1nc2sc3c(SCC(=O)NCc4ccco4)ncnc3c2c2c1CCC2	94	0	0	-2	3	16	2.1	-1	-0.1	14*
O=C(CCNS(=O)(=O)c1ccccc1C(F)(F)F)N1CCCCCCC1	100	-4	2	0	8	8	-4.1	1	0.3	-0.4
O=C(CC(=O)c1ccccc1)Nc1ccc2c(c1)OCCO2	95	-11	1	-6	-5	8	-1.3	-4	-0.2	2.0

The list continues.
mol	ABCB6 inh MLPCN	Cardio protect	ABHD5 PLIN5 PPI	N-glyco inh	m5-HT2A agonist	MC4R antagonist	hiPSC survival	Exocytosis inh	aDG glyco act	MC4R barr agon
Cc1ccc(C(=O)N2CCN(S(=O)(=O)c3sc(C(=O)O)c(C)c3C(=O)O)CC2)s1	94	4	-2	2	-2	3	0.0	-3	-0.2	1.6
COc1cccc(OC)c1C(=O)N1CC(C)OC(C)C1 (stereo not drawn)	101	4	6	0	4	-2	3.6	-1	0.0	1.5
CCN(CC)S(=O)(=O)c1cccc(NC(=O)c2ccc(SC)cc2OC)c1	95	-6	-1	0	-6	2	-0.6	-2	1.0	-0.5
COC(=O)c1ccc(NC(=O)C2CC2)o1	92	-4	5	3	6	7	-0.3	-12	-0.3	0.0
Nc1cccc2nsnc12	98	-9	-15	2	-1	4	-0.6	33	0.1	-0.4
Cc1cccc(C2=NN(c3ccccc3)[C@@H](C(=O)N3CCOC3=O)[C@@H]2c2ccc(Cl)cc2)c1	101	13	-13	1	1	15	0.2	5	-0.3	-1.0
Cc1noc(NC(=O)c2ccc(F)cc2)c1C#N	79	-2	10	2	3	4	1.8	-1	0.5	-2.1
O=C(NNC(=O)C1CC(c2cccnc2)=NO1)Nc1ccccc1F (stereo not drawn)	97	13	4	1	3	8	0.6	-1	-0.1	0.3
Cc1ccc(C(=O)Nc2nc(N)n(-c3ccccc3)n2)cc1	99	-6	2	-1	4	1	-0.6	-5	-0.1	0.5
O=C(NC(=S)Nc1cc([N+](=O)[O-])ccc1Cl)c1ccccc1	90	-16	-2	1	-5	-2	2.6	2	-0.3	-3.1
CC1(c2ccccc2Br)NC(=O)N(CC(=O)N2CCc3ccccc3C2)C1=O (stereo not drawn)	98	0	-4	0	-6	7	1.7	2	-0.1	-2.3
CCCc1nnc(SCC(=O)Nc2ccc3c(c2)OCCO3)n1CCOC	93	-9	-1	2	-2	1	0.1	6	0.0	-0.8

Next part.
mol	ABCB6 inh MLPCN	Cardio protect	ABHD5 PLIN5 PPI	N-glyco inh	m5-HT2A agonist	MC4R antagonist	hiPSC survival	Exocytosis inh	aDG glyco act	MC4R barr agon
Cc1ccccc1S(=O)(=O)N1C[C@H]2CON(C)[C@H]2C[C@H]1c1cccc(-c2ccc(C#N)cc2)c1	98	5	6	-2	-7	0	-1.4	-3	3.7	-0.9
C=CCc1ccc(OCC(O)CN2CCN(Cc3ccc(Cl)cc3)CC2)c(OC)c1 (stereo not drawn)	94	-7	6	-3	-6	10	0.1	22	0.6	2.0
O=C(Nc1cccc(Cn2cccn2)c1)c1cc2c(s1)CCCC2	105	-13	-5	-6	-1	5	-3.0	-4	0.0	0.6
CC(=O)N1c2ccccc2S(=O)(=O)c2ccccc21	97	1	-3	0	1	4	-1.2	0	0.1	1.1
Cc1ccc(S(=O)(=O)N2[C@@H](c3ccc(Br)cc3)C(C(=O)O)=CC[C@H]2c2cccc(C)c2)cc1	98	-2	1	-1	2	-1	0.6	1	0.0	0.7
O=C(N/N=C(\c1ccccc1)c1ccccn1)c1cccc([N+](=O)[O-])c1	98	46	3	-14	-16	8	-3.7	25	-1.2	-4.9
Cc1ccc(C(=O)NCc2ccco2)cc1Br	91	2	4	1	-4	6	2.9	-2	-0.1	1.4
CC(=O)O/C(=C\c1cn(C(C)=O)c2ccccc12)C(=O)O	101	-4	-4	0	4	21	0.2	2	-0.1	1.8
CCN(C(=O)CSc1nnc(NCc2ccccc2)s1)C1CCS(=O)(=O)C1 (stereo not drawn)	95	-4	-2	0	2	4	2.0	4	-0.2	1.6
C=CCOC(=O)C(=O)/C=C/c1c(C)n(C)n(-c2ccccc2)c1=O	102	5	-5	0	-2	-2	-2.4	-3	-0.1	0.3
CCc1ccc(NC(=O)Nc2ccc3c(c2)CCC3)cc1	99	-7	5	2	-9	-1	-0.5	-2	0.0	-1.0
CN(C)c1ccc(CNCCC2(O)CCOC(C)(C)C2)cc1 (stereo not drawn)	101	6	-1	2	-2	-3	2.1	1	-0.1	0.4

The results go on:
mol	ABCB6 inh MLPCN	Cardio protect	ABHD5 PLIN5 PPI	N-glyco inh	m5-HT2A agonist	MC4R antagonist	hiPSC survival	Exocytosis inh	aDG glyco act	MC4R barr agon
S=c1[nH]nc(COc2ccccc2)n1/N=C/c1ccc(Br)cc1	97	-2	-7	0	3	-2	0.1	0	0.0	6.0
O=C(CN1C(=O)NC2(CCCC2)C1=O)OCc1cccc(Br)c1	98	-4	0	2	-4	5	-0.5	-2	-0.2	-2.7
Cc1c(C(=O)Nc2ccncc2)oc2c1C(=O)CC(C)(C)C2	99	0	3	-2	-2	3	2.8	0	0.9	-0.9
CN(C)NC(=S)Nc1cccc(Cl)c1	94	-4	-5	1	-3	0	-0.7	-3	0.1	-1.4
CC(=O)c1nn(-c2cccc(Br)c2)cc1C(=O)c1ccco1	90	0	6	0	5	1	-0.6	0	0.0	-1.5
Cc1nnc(SCC(=O)NCC2COc3ccccc3O2)s1 (stereo not drawn)	98	2	10	2	-1	0	-2.6	5	-0.2	-1.4
Cc1ccc(COc2cccc(/C=N/NC(=O)c3nnn(-c4nonc4N)c3C)c2)cc1	96	-10	4	?	2	1	-0.6	-5	-0.3	0.6
CCc1ccc(C2(C)SC(NC(C)=O)=NN2C(C)=O)cc1 (stereo not drawn)	103	0	7	0	4	11	0.7	3	0.0	-1.5
O=C(O)c1ccc(Nc2nc(-c3ccccc3)c3ccccc3n2)cc1	91	-3	-6	5	3	9	-1.6	0	-0.3	1.7
COc1cc(/C=C/C(=O)OCC(=O)NC(=O)NC(C)C)ccc1O	93	4	6	1	3	3	0.6	-1	2.0	0.1
CC(=O)c1cccc(NC(=O)C2CCN(C(=O)c3ccccc3Cl)CC2)c1	95	9	0	0	-1	4	-0.1	5	0.1	-4.2
O=C(CSc1nc(Nc2ccccc2)nc(N2CCOCC2)n1)Nc1ccc([N+](=O)[O-])cc1	97	3	1	-10	-4	0	-1.0	2	0.1	2.7

Additional structures follow.
mol	ABCB6 inh MLPCN	Cardio protect	ABHD5 PLIN5 PPI	N-glyco inh	m5-HT2A agonist	MC4R antagonist	hiPSC survival	Exocytosis inh	aDG glyco act	MC4R barr agon
O=C(CN1C(=O)NC2(CCCC2)C1=O)OCc1ccc(Cl)cc1Cl	98	2	5	4	-4	1	-0.4	-5	-0.1	-2.7
COc1ccc(-c2cc3c(=O)n(CC(=O)NCc4ccc(Cl)cc4)ncn3n2)cc1	97	-3	5	1	10	1	-1.7	0	0.0	-0.2
COCCCNC(=O)c1csc([C@H]2C[C@H](O)[C@@H](CO)O2)n1	94	9	4	3	19*	1	-1.9	-6	-0.2	-0.8
CCC(=O)Nc1c(C(=O)N2CCN(c3ccccn3)CC2)cnn1-c1ccc(C)cc1	100	4	2	2	-2	15	-2.0	2	-0.1	0.3
CNC(=O)C1(C)C=CC2(CCCCC2)N1C(=O)OC (stereo not drawn)	99	7	6	1	4	5	-1.7	-6	0.3	-1.8
CCN(CC)S(=O)(=O)c1cccc(NC(=O)CC2CCCC2)c1	90	1	-4	0	1	-1	-0.3	-12	0.4	0.4
CCN(CC)S(=O)(=O)c1ccc(C(=O)N2CCN=C2SCc2cccnc2)cc1	90	-9	-20	-1	-1	-6	0.7	1	-0.1	-1.6
Cc1ccc(NC(=O)N2CCC(C(=O)c3ccc(F)cc3)CC2)cc1	111	-9	-1	1	-17	9	-0.3	5	0.0	1.6

This is a random part of the collection (roughly 4.5% active in at least one column).
